Screening data: PubChem BioAssay, National Center for Advancing Translational Sciences (NCATS)
HEK293 tox: qHTS of GLP-1 Receptor Inverse Agonists: Cytotox Screen. HEK293 cAMP-luciferase reporter cells, luminescence, 24 h. Potency, µM (highest dose often 38.3 µM), without a hit: top-dose activity change, negative = inhibition, actives largely listed as inhibitors. 410,000 compounds, 0.13% hits;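 further: loss of luciferase light is scored as toxicity; potency means the concentration at half of the fitted maximal effect; on the % scale 0 is the no-effect control and ±100 the full control effect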
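Seeding density was 200 cells/uL; after overnight-length (12 h) culture, 23 nL compounds went on for 24 h at 37 °C. Readout used a luciferase detection reagent, luminescence taken after 12 min at room temperature.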
Mm-Cpn inhibitor: Inhibitors of TCP-1 ring complex (TRiC) of Methanococcus maripaludis (MmCpn): qHTS. AID 504842, 2011. purified Mm-Cpn ATPase, ADP Transcreener TR-FRET. 330,000 compounds, 0.031% hits. Potency, µM (doses to about 76.9 µM), without a hit: at the highest dose activity, negative = inhibition, most hits filed as inhibitors; further: potency means the concentration at half of the fitted maximal effect; on the % scale 0 is the no-effect control and ±100 the full control effect; nearly all actives have a fitted effect of over 80% in size
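Measured: ADP formation by purified Mm-CPN. Conditions: 25 nM protein, 10 uM ATP, Tris pH 7.4 with Mg2+, K+ and DTT, 37°C for 30 min. Detection: Transcreener HTRF after 30 min at room temperature.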
PTHR1 ag: qHTS for PTHR1 Agonists: Primary Screen; Potency, µM (top dose mostly 115 µM), without a hit: top-dose activation, usual class: activators; AID 743266, 2014; HEK293 GP2 PTHR1 cells, GloSensor cAMP luminescence, 1 h; 410,000 compounds, 0.075% hits; further: potency means the concentration at half of the fitted maximal effect; nearly all actives have a fitted effect of over 55% in size; some results filed as inactive show a strong effect at the top dose; inactives centre near -15; many of its hits are not listed in these tables
Target sequence (Q03431 whole entry, looked up): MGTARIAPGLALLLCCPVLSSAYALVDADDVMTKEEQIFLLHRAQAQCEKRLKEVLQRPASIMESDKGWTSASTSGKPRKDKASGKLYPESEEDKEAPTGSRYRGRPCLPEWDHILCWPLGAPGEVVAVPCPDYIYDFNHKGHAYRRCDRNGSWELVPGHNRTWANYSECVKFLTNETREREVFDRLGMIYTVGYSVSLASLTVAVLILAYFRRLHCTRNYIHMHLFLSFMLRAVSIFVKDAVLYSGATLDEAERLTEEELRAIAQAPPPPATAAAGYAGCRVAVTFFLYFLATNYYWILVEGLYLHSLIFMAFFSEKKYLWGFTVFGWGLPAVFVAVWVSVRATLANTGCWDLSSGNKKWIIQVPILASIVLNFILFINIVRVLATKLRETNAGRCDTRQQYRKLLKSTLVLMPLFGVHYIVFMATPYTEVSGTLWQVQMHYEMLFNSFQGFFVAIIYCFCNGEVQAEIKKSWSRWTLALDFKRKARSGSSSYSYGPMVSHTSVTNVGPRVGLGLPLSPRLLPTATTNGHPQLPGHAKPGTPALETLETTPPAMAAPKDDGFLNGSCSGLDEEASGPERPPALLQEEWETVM
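HEK-293-derived GP2 cells expressing PTHR1 and a GloSensor cAMP reporter, 3,000/well, plated overnight, given luciferin plus IBMX (each 0.5 mM as added) for 1 h at 37 °C, then compound for 1 h at 37 °C. Luminescence was read after 15 min at room temperature.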
Akt phos inh: HTS Assay for Inhibitors of Akt Phophorylation: Primary Screen; Neuro2A IGF-stimulated pAkt S473 HTRF, 20 min; stronger effect = lower value; activity change, % for hits at 50 µM; 360,000 compounds, 0.32% hits; AID 651550, 2012; in the data active means activity change below about -80%; inconclusive means mostly about -51% to -80%; further: on the % scale 0 is the no-effect control and ±100 the full control effect
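Single-point screen (50 µM final compound) in Neuro2A cells stimulated 20 min with 6 nM IGF at 37 deg C. After lysis, Ser473-phosphorylated Akt read by HTRF (ex 330 nm, em 615/665 nm) as the 665/615 ratio.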
FUS yeast rescue: qHTS for Suppressors of FUS Proteinopathy: Primary screen using FUS-linked yeast assay; 390,000 compounds, 0.24% hits; Potency, µM (top dose mostly 76.6 µM), for the others: at the highest dose growth rescue (activation), most hits filed as activators; S. cerevisiae FUS-expressing, growth rescue, OD600, 24 h; AID 1347120, 2019;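 further: potency means the concentration at half of the fitted maximal effect; plate controls were DMSO vehicle for no effect and reference control for full effect; nearly all actives have a fitted effect of over 55% in size; some results filed as inactive show a strong effect at the top dose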
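Absorbance at 600 nm, taken 24hr after compound addition, measured rescue of FUS-yeast growth at 30C. Induction used 2% galactose with seeding at OD 0.005. Controls: CP55940 from 92uM final, DMSO only.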
TDP-43 yeast inh: qHTS of TDP-43 Inhibitors | TDP-43 expressing yeast growth rescue, BacTiter-Glo, 24 h | Potency, µM (doses to about 46.1 µM), for the others: top-dose growth rescue (activation), hits mostly activators | 410,000 compounds, 1.8% hits | AID 652104, 2013; further: potency means the concentration at half of the fitted maximal effect; % of control where 0% means no effect; nearly all actives have a fitted effect of over 50% in size
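Yeast expressing TDP-43 (pregrown in raffinose, seeded at OD600=0.02 in galactose medium) exposed to compounds 24 hr at 30 deg C. Growth read by BacTiter-Glo luminescence; rescue of toxicity appears as increased signal.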
GLP-1R inv ag: qHTS of GLP-1 Receptor Inverse Agonists (Inhibition Mode). Glucagon-like peptide 1 receptor (Homo sapiens), P43220. HEK293 GLP-1R CRE-luciferase, luminescence, 24 h; GLP-1R form is constitutively active. Potency, µM (highest dose often 38.3 µM), without a hit: top-dose activity change, negative = inhibition, hits mostly inhibitors. 410,000 compounds, 1.6% hits; further: potency means the concentration at half of the fitted maximal effect; on the % scale 0 is the no-effect control and ±100 the full control effect; nearly all actives have a fitted effect of over 55% in size
Target sequence (P43220 whole entry, looked up): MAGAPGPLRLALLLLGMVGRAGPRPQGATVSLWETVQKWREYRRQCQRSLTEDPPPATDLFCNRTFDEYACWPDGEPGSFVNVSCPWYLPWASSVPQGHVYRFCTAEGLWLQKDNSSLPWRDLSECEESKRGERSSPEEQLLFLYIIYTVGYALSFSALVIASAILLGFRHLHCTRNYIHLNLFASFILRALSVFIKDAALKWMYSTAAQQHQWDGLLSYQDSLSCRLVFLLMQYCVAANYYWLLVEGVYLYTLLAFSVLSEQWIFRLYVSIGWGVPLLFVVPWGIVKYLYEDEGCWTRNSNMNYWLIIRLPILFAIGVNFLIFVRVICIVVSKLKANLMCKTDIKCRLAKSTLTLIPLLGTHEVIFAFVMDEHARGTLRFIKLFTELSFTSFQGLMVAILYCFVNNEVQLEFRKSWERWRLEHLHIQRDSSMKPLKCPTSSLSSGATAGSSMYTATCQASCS
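Luminescence readout: a drop in cAMP-driven luciferase signal flags inverse agonism at a constitutively active GLP-1R stably expressed in HEK293. Compound exposure lasted 24 hr at 37 deg C, 5% CO2.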
Abeta yeast res: qHTS for compounds that reverse cellular toxicity of Amyloid beta (A-beta) peptide in yeast: Primary Screen. yeast expressing A-beta42, growth rescue, OD600, 48 h; response scale: 0% DMSO, 100% iron-clioquinol control. Potency, µM (highest dose often 46.1 µM), without a hit: at the highest dose growth rescue, most hits filed as activators. 410,000 compounds, 0.063% hits; further: potency means the concentration at half of the fitted maximal effect; nearly all actives have a fitted effect of over 55% in size
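Growth rescue measured by 600 nm absorbance after 48 h yeast culture at 30 C with compound. Values normalized between DMSO and an equimolar ferric chloride plus clioquinol control.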
aSyn rescue: qHTS of alpha-syn Inhibitors; Yeast expressing alpha-synuclein, growth rescue, BacTiter-Glo, 24 h; Potency, µM (titrated, usually from 46.1 µM), for the others: at the highest dose growth rescue (activation), most hits filed as activators; 370,000 compounds, 0.14% hits; AID 652106, 2013; further: potency means the concentration at half of the fitted maximal effect; % of control where 0% means no effect; nearly all actives have a fitted effect of over 65% in size
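Rescue of yeast growth: cells expressing toxic alpha-synuclein, induced in galactose at OD600 0.02, incubated with compound 24 h at 30 C. ATP luminescence quantified growth; inhibitors of toxicity appear as activators.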
An asterisk follows results filed as active; i = inactive; ? = inconclusive; · = no result given; [ ] = another dose, or the depositor's remark. Unless noted, the call rests on the fitted dose curve; in most records, active means well fitted curve in the direction sought with a large enough effect; inconclusive means small, poorly fitted or top-dose-only effect, or another doubt; inactive means no such curve, though single readings can be large; an effect the other way counts as inactive or inconclusive. These rows are one share of the data; count on the stated rates, not on these rows.

SMILES	PTHR1 ag	Mm-Cpn inhibitor	Abeta yeast res	HEK293 tox	aSyn rescue	GLP-1R inv ag	FUS yeast rescue	Akt phos inh	TDP-43 yeast inh
Cc1ccc(CNC(=O)c2ccc(N3CCC4(CC3)CC(c3ccccc3)=NO4)c([N+](=O)[O-])c2)cc1	2%	2%	-15%	0%	-5%	-31%	40%	i	-23%
Clc1nnc(N/N=C/c2ccccc2)c2ccccc12	-11%	0%	-41%[inhibitor]	?	18%	?	-6%	i	16%
Cc1ccccc1CSCC(=O)NCCSc1ccccn1	-10%	-1%	9%	10%	2%	2%	-4%	i	?
C=C(C)CC1N(c2cccc(OC)c2)C(=O)[C@@H]2C(C(=O)O)[C@H]3C=C[C@@]12O3 (stereo not given in full)	i	0%	-8%	3%	-8%	5%	25%	i	0%
CC(=O)NC1C(Oc2ccccc2C)OC(CO)C(O)C1O (stereo not given)	i	-3%	-5%	-1%	5%	-1%	-34%	i	-2%
CC(C)COc1ccc(S(=O)(=O)n2cc(F)c(=O)[nH]c2=O)cc1	-1%	3%	-9%	-3%	10%	-12%	11%	i	7%
CN(C)C(=O)c1ccc(NC(=O)COC(=O)C2=COCCO2)cc1	i	1%	-3%	7%	-7%	-3%	-6%	i	12%
C[C@H](CO)N1C[C@H](C)[C@H](CN(C)C(=O)Nc2cccc(F)c2)Oc2cc(C#CC3(O)CCCC3)ccc2S1(=O)=O	-17%	·	10%	-16%	-6%	5%	1%	i	13%
CN(CC(=O)Nc1cc(S(=O)(=O)N2CCCCCC2)ccc1Cl)Cc1ccc2c(c1)OCO2	-18%	0%	-12%	0%	-3%	?	18%	i	-1%
Cc1ccc(N2CC(C(=O)N3CCCCCC3)CC2=O)cc1 (stereo not given)	i	-1%	0%	-3%	-2%	23%	8%	i	21%
COc1ccc(NC(=O)C2Cc3c(-c4ccc5c(c4)OCO5)ccnc3O2)cc1 (stereo not given)	-48%[inhibitor]	·	-33%[inhibitor]	-30%	15%	?	24%	i	25µM*
CNc1cnc(-c2ccc(F)c(F)c2F)cn1	-62%[inhibitor]	·	-14%	10%	-2%	7%	-15%	i	?
Cc1nc(Nc2ccccc2)sc1C(=O)c1ccc(F)cc1	-16%	-7%	7%	-3%	0%	?	20%	i	22µM*
Cn1c(C=O)c(C#Cc2ccccc2)c2ccccc21	i	-1%	-6%	58%[activator]	-10%	?	4%	i	-8%
CN(CC(=O)Nc1cccc(F)c1)C(=O)CCc1nc2ccccc2c(=O)[nH]1	i	-2%	8%	-3%	-15%	-1%	9%	i	8%
O=C(CN(CCc1ccccc1)C(=O)c1csnn1)NC1CCCC1	-16%	0%	4%	8%	-2%	0%	-35%	i	25%
Cc1ccc(NC(=S)NCc2ccc3c(c2)OCO3)cc1C	-5%	2%	-29%	-19%	18%	?	5%	i	?
CCn1c(SC(C)C(=O)NC2CCCc3ccccc32)nnc1-c1cccs1 (stereo not given)	?	-2%	28%	7%	2%	?	?	i	-8%
CCN(CC)c1ncnc2c1ncn2[C@H]1CN(Cc2ccc(Cl)cc2)C[C@@H](CO)O1	i	·	8%	4%	5%	7%	10%	i	16%
COc1cc(Cl)c(C)cc1NC(=O)COC(=O)C1=NN(c2ccccc2)C(=O)CC1	-20%	1%	-11%	12%	5%	-14%	-2%	i	15%
Cc1ccc(-n2c(Cn3cnc4ccccc43)nnc2SCC(=O)O)cc1	i	1%	?	-14%	4%	0%	16%	i	11%
COc1ccc(CNn2c(-c3cccs3)nc3ccccc3c2=O)cc1OC	-19%	-2%	-21%	0%	-3%	10µM*	?	i	0%
O=C(NCCN1CCOCC1)c1ccc(CS(=O)c2ccccc2Cl)o1 (stereo not given)	-10%	-2%	6%	3%	1%	13%	1%	i	-9%
COc1ccc(Cl)cc1NC(=O)CN(C)C(=O)CCC(=O)c1cc(C)sc1C	i	-4%	-5%	-5%	0%	?	?	i	-7%
O=S1(=O)CCO[C@H]2Cc3ccccc3[C@H]2N1Cc1cccc(C(F)(F)F)c1	-24%	-1%	3%	7%	9%	?	?	i	28%
COc1ccc(NC(=O)c2cccc(N3C(=O)C4C5C=CC(C5)C4C3=O)c2)c(OC)c1 (stereo not given)	i	0%	-11%	5%	-23%	-8%	10%	i	1%
O=S(=O)(Nc1cccc(-c2nc3cccnc3s2)c1)c1ccc2c(c1)OCCO2	-20%	-10%	4%	3%	6%	42%[activator]	-4%	i	-2%
COC(=O)Nc1sc2c(c1C(=O)NCc1ccco1)CCC2	i	3%	-9%	0%	-1%	-30%	33%	i	-11%
O=C(Nc1ccccc1)c1cc(C2CCCCN2C(=O)c2cccs2)on1 (stereo not given)	-15%	·	-7%	-7%	7%	?	12%	i	0%
CC(=O)Nc1ccc(S(=O)(=O)N(CCc2ccccc2)CC(=O)N/N=C/c2ccc(C(=O)O)cc2)cc1	-22%	1%	-4%	2%	-3%	-18%	-16%	i	3%
CCCN(C(=O)C(NC(=O)c1ccccc1)C(C)C)c1c(N)n(Cc2ccccc2)c(=O)[nH]c1=O (stereo not given)	i	1%	8%	-11%	3%	3%	9%	i	22%
O=C(CSc1ccc(-c2ccccn2)nn1)N1CCCCC1	i	3%	-39%[inhibitor]	0%	-1%	1%	-14%	i	0%
Clc1ccc(Nc2nc3ccccc3n3nnnc23)cc1	-3%[57.5 µM]	-1%	4%	-7%	2%	0%	15%	·	-15%
O=C(COC(=O)CSc1ccc([N+](=O)[O-])cc1)NCCc1ccccc1	-19%	-2%	-5%	6%	2%	1%	13%	i	12%
COc1ccccc1NC(=O)c1sc2nc(C)c(C(=O)Nc3ccc(C)cc3C)c(-c3ccccc3Cl)c2c1N	-14%	·	-9%	22%	·	-1%	13%	·	15%
Cc1ccc(-c2nnn(CC(=O)Nc3ccccc3-c3ccccc3)n2)c(-n2cnnn2)c1	?	2%	18%	0%	-3%	-12%	34%	i	-16%
C/C(=N\Nc1ccc2nncn2n1)c1ccco1	i	-1%	-13%	-5%	-5%	2%	-6%	i	-13%
CCOC(=O)c1[nH]c(C)c(C(=O)OCCOc2cccc(C)c2)c1C	-9%	1%	16%	6%	1%	9%	·	i	2%
NC(=O)c1cc(C(=O)c2ccc(Cl)cc2)c[nH]1	-3%	2%	-4%	6%	-6%	-4%	6%	i	-15%
C=CCn1c(=O)c2ccccc2n2c(SCc3c(C(=O)OCC)oc4ccccc34)nnc12	-60%[inhibitor]	2%	7%	1%	-7%	5%	52%	i	-16%
CNC(=O)C1Cc2c(-c3ccccc3Oc3ccccc3)ccnc2O1 (stereo not given)	-22%	·	2%	5%	-1%	1%	1%	i	9%
Cc1cc(C)nc(NS(=O)(=O)c2ccc(NC(=O)c3cc(-c4ccccc4)nc4ccccc34)cc2)n1	-29%	-4%	7%	-3%	?	-13%	44%	i	5%

One compound at a time (already shown). Values in the order: PTHR1 ag	Mm-Cpn inhibitor	Abeta yeast res	HEK293 tox	aSyn rescue	GLP-1R inv ag	FUS yeast rescue	Akt phos inh	TDP-43 yeast inh
CNc1cnc(-c2ccc(F)c(F)c2F)cn1 in the list: -62%[inhibitor]	·	-14%	10%	-2%	7%	-15%	i	?
O=S(=O)(Nc1cccc(-c2nc3cccnc3s2)c1)c1ccc2c(c1)OCCO2 in the list: -20%	-10%	4%	3%	6%	42%[activator]	-4%	i	-2%
CCN(CC)c1ncnc2c1ncn2[C@H]1CN(Cc2ccc(Cl)cc2)C[C@@H](CO)O1 in the list: i	·	8%	4%	5%	7%	10%	i	16%

Some of the entries so far, as labelled records.
COc1ccc(NC(=O)c2cccc(N3C(=O)C4C5C=CC(C5)C4C3=O)c2)c(OC)c1 (stereo not given)
  PTHR1 ag: i; Mm-Cpn inhibitor: 0%; Abeta yeast res: -11%; HEK293 tox: 5%; aSyn rescue: -23%; GLP-1R inv ag: -8%; FUS yeast rescue: 10%; Akt phos inh: i; TDP-43 yeast inh: 1%
CN(C)C(=O)c1ccc(NC(=O)COC(=O)C2=COCCO2)cc1
  PTHR1 ag: i; Mm-Cpn inhibitor: 1%; Abeta yeast res: -3%; HEK293 tox: 7%; aSyn rescue: -7%; GLP-1R inv ag: -3%; FUS yeast rescue: -6%; Akt phos inh: i; TDP-43 yeast inh: 12%
